PglD inh = C. jejuni PglD acetyltransferase inhibitors, primary screen, biochemical, DTNB colorimetric, single point. UDP-N-acetylbacillosamine N-acetyltransferase PglD (Campylobacter jejuni). purified PglD enzyme, DTNB colorimetric CoA detection. inhibition, % at 12.5 µM. 360,000 compounds, 0.098% hits. AID 602405, 2012; in the data active = inhibition above about 16%, passing the limit was not always enough; also: strong numbers were not always called active
PGC1a acetyl inh = inhibitors of PGC1a acetylation signal, primary screen, cell-based, U2OS, AlphaScreen, inhibitor mode | inhibition, % at 15.6 µM | AlphaScreen anti-acetyl-lysine; with virally co-expressed GCN5 acetyltransferase | 350,000 compounds, 0.17% hits;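 active = every replicate shows inhibition of at least 40%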;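 also: 0% = neutral control wells and 100% = positive control wells; some results beyond the cut were filed as inactive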
* marks the source's active call; other numbers are inactive results.

PglD inh	PGC1a acetyl inh	smiles
4	7	CC(C)CCOc1ccc(C(CC(N)=O)C(=O)O)cc1 (configuration not stated)
-8	4	Cn1c(CNc2nc(-c3ccccc3)cs2)nnc1SCC(=O)OC1CCCCC1
4	-4	CCOC(=O)N1CCN(C(=O)NC23CC4CC(CC(C4)C2)C3)CC1
1	9	Cc1ccccc1CSCC(=O)NC1CCCC1
-2	-10	CCOC(=O)CSc1nnc(CNC(=O)c2ccc(OC)c(OC)c2)n1C
1	3	COC(=O)c1[nH]c2cccc(OC)c2c1NC(=O)CN1CCOCC1
-5	2	O=C(Cn1cnc2c(cnn2-c2ccc(F)cc2)c1=O)OCc1ccccc1
-2	0	C=C(C)C1CC=C(CN2CCC(O)CC2)CC1 (configuration not stated)
1	-11	CN(C)/C=N/C(=S)Nc1ccc(F)cc1
6	1	CCOC(=O)c1c(C)[nH]c(C(=O)CSc2ccc(Cl)cc2)c1C
-4	-15	CC(C)(C)OC(=O)N[C@@H](Cc1ccccc1)C(=O)N1CCC(C(=O)O)CC1
5	-1	Cc1nc2ccc(S(=O)(=O)NCC(=O)N3CCCC(C)C3)cc2s1 (configuration not stated)
2	10	Cc1ccc(S(=O)(=O)N(C)c2nonc2C)cc1
-2	3	O=C(c1ccccc1)N1CCN(S(=O)(=O)N2CCCCC2)CC1
-2	15	Cc1nn(C)c(N)c1C(O)(c1nccn1C)C(F)(F)F (configuration not stated)

Gathered by group, those above containing a carbonyl joined to an NH by a bond outside any ring.
PglD inh	PGC1a acetyl inh	smiles
4	7	CC(C)CCOc1ccc(C(CC(N)=O)C(=O)O)cc1 (configuration not stated)
4	-4	CCOC(=O)N1CCN(C(=O)NC23CC4CC(CC(C4)C2)C3)CC1
1	9	Cc1ccccc1CSCC(=O)NC1CCCC1
-2	-10	CCOC(=O)CSc1nnc(CNC(=O)c2ccc(OC)c(OC)c2)n1C
1	3	COC(=O)c1[nH]c2cccc(OC)c2c1NC(=O)CN1CCOCC1
-4	-15	CC(C)(C)OC(=O)N[C@@H](Cc1ccccc1)C(=O)N1CCC(C(=O)O)CC1

Further entries follow.
PglD inh	PGC1a acetyl inh	smiles
-1	-11	Cc1ccccc1N(CC(=O)NC1CCCC1)C(=O)CS(=O)CC(=O)Nc1ccc2c(c1)OCO2 (configuration not stated)
9	2	CCOC(=O)C1CCCN(CC(=O)Nc2c(F)c(F)c(F)c(F)c2F)C1 (configuration not stated)
-2	8	CCOc1nc(Nc2cc(Cl)ccc2OC)nc(OCC)n1
-2	-5	Cc1cc2c(c(=O)n1CC1CCCO1)C(c1ccc3c(c1)OCO3)C(C#N)=C(N)O2 (configuration not stated)
3	7	C=CCN(C(=O)Nc1ccc(Cl)cc1)C1CC(=O)N(c2ccc(OC)cc2)C1=O (configuration not stated)
-1	-9	Cc1c(NC(=O)CSc2ccccn2)c(=O)n(-c2ccccc2)n1C
1	-5	CC(=O)Cc1nsc(NC(=O)c2ccc(-c3cccc(C(F)(F)F)c3)o2)n1
-2	-4	CC(=O)Nc1ccc(NC(=O)CCCCCN2C(=O)c3ccccc3C2=O)cc1
-5	-1	CCS(=O)(=O)N1CCC(C(=O)N2CCc3ccccc3C2)CC1
-5	8	Cc1ccc(C2NC(=O)NC(O)(C(F)(F)F)C2C(=O)c2ccccc2)o1 (configuration not stated)
-8	0	O=C(NC12CC3CC(CC(C3)C1)C2)N1CCC(O)CC1
1	8	S=c1[nH]nc(-c2ccccc2Cl)n1CC1CCCO1 (configuration not stated)
1	-1	CCCn1c(SCC(=O)c2cc(OC)ccc2OC)nnc1-c1ccco1
8	-6	Cc1nc(N2CCN(C(=O)c3ccc(Cl)cc3)CC2)c(C#N)c2c1COC(C)(C)C2
2	-6	CSc1nccc(-c2cc(Cl)sc2Cl)n1
11	0	Cc1ccc(S(=O)(=O)N2CCN(Cc3ccccc3C(F)(F)F)CC2)cc1
0	5	COc1ccc(NC2=NCC(=O)N2c2ccccc2)c(OC)c1
-1	-6	CCCN(Cc1cc2ccc(C)cc2[nH]c1=O)C(=O)c1ccccn1
-2	-3	N#Cc1ccc(-c2nnnn2-c2ccc3c(c2)OCO3)cc1
1	0	CCOc1cccc(C2C(C(=O)c3ccc(C)o3)=C(O)C(=O)N2Cc2ccncc2)c1 (configuration not stated)
4	-15	CCC(c1nnnn1C1CCCCC1)N(Cc1ccco1)Cc1cc2ccc(OC)cc2[nH]c1=O (configuration not stated)
1	-7	O=c1c2ccccc2nnn1CSc1nnc(-c2cccnc2)n1-c1ccccc1F
-1	3	O=C(/C=N/O)NCC1CCNCC1
5	4	CCOc1ccccc1C(=O)N1CCN=C1SC
2	-6	O=C(CN1C(=O)c2ccccc2S1(=O)=O)NC1CCCC1
-6	11	C/C(O)=C\c1nc2ccccc2oc1=O
-1	-19	Cc1ccc2nc(NC(=O)CSc3nc4c(c(=O)n3C)SC(C)C4)sc2c1 (configuration not stated)
-5	-15	COc1ccc(OC)c(NC(=O)Cn2c(-c3ccc(Cl)cc3)noc2=O)c1
3	1	O=C(O)c1ccc(-c2ccccc2Cl)o1
-9	-67	Cc1cccc(Nc2nnc(-c3ccc(C(=O)N4C[C@H]5C[C@H](C4)c4cccc(=O)n4C5)cc3)c3ccccc23)c1
-2	-10	Cc1cc(C)nc(SCCS(=O)(=O)Cc2ccc(Cl)cc2)n1
8	-5	COc1ccc(C)cc1S(=O)(=O)N1CCC(C(=O)NCCC2=CCCCC2)CC1
-7	-19	COc1ccc(C(=O)Nc2ccc(Cl)cc2C(=O)NCCO)cc1
5	2	O=c1cc(-c2ccccc2)nc2nc(CCc3ccccc3)[nH]n12
-6	8	COc1ccc(CC(=O)NC(C)(C)CC(C)=O)cc1OC
-4	6	C/C(=N\OC(=O)c1ccc(F)cc1)c1sc(-c2ccccc2)nc1C
-4	4	CCCN(CCC(=O)Nc1cc(OC)cc(OC)c1)CC1CC1
-8	-10	CN(C=C1C(=O)CC(C)(C)CC1=O)CCN1CCNCC1
-3	2	Cn1c(/C(C#N)=C2/CCCCCN2)nc2ccccc21
-7	-3	Cc1occc1C(=O)NCc1ccccc1
3	-12	CCS(=O)(=O)c1ccc2oc(Nc3ccc(C(C)C)cc3)nc2c1
5	-7	C=CCn1cccc(C(=O)Nc2ccc(OC)c(Cl)c2)c1=O
-2	-6	COc1ccccc1N1CCN(CC(=O)Nc2cccc(F)c2)CC1
0	-15	CCOC(=O)c1nc(Nc2ccccc2)c2ccccc2n1
8	-9	CCNC(=O)NC(=O)C(C)Sc1nnc(COc2ccccc2Cl)o1 (configuration not stated)

Six structures from above, ordered by SMILES length, falling.
PglD inh	PGC1a acetyl inh	smiles
-4	6	C/C(=N\OC(=O)c1ccc(F)cc1)c1sc(-c2ccccc2)nc1C
-7	-19	COc1ccc(C(=O)Nc2ccc(Cl)cc2C(=O)NCCO)cc1
-2	-6	COc1ccccc1N1CCN(CC(=O)Nc2cccc(F)c2)CC1
-4	4	CCCN(CCC(=O)Nc1cc(OC)cc(OC)c1)CC1CC1
0	-15	CCOC(=O)c1nc(Nc2ccccc2)c2ccccc2n1
-7	-3	Cc1occc1C(=O)NCc1ccccc1

(further entries)
PglD inh	PGC1a acetyl inh	smiles
1	2	O=C(c1ccccc1)c1nc[nH]c1C(=O)Nc1ccccn1
7	4	O=C(O)c1cccc(Cn2cc(Br)cn2)c1
-4	5	O=C(O)c1cc2n(n1)C(C(F)(F)F)CC(c1ccccc1)N2 (configuration not stated)
-2	-2	CSc1nsc(SCC(=O)N2CCc3ccccc32)n1
-3	-3	Cc1ccc(-n2ncc3c(=O)n(CC(=O)NC4CCCC4)cnc32)cc1C
-3	-2	CCn1c2ccccc2c2cc(NC(=O)C(C)Oc3ccc(OC)cc3)ccc21 (configuration not stated)
3	12	CCOc1cc(C2/C(=C(\O)c3cc(C)ccc3C)C(=O)C(=O)N2CCN(C)C)ccc1O (configuration not stated)
-3	8	Cn1c(=O)[nH]c(=O)c2c1nc(Br)n2Cc1ccccc1Cl
-1	-2	CCOC1(OCC)N=C(N)C2(C#N)C(c3ccc(NC(C)=O)cc3)C12C#N (configuration not stated)
10	8	CCCC(CCC(=O)Nc1ccc(C(=O)OC)cc1)C(=O)O (configuration not stated)
-3	-5	Cc1ccc(/C=C2/NC(=O)N(c3ccccc3)C2=O)o1
4	10	COc1cccc(C2C(C#N)=C(N)OC(C(C)(C)C)=C2C#N)c1 (configuration not stated)
-1	4	CN(C)CCC(=O)NCC1OCCc2ccccc21 (configuration not stated)
3	-18	Cc1ccc(OCCCC(=O)NC(C)c2ccccc2)cc1 (configuration not stated)
-2	0	c1ccc2c(c1)oc1c(NCc3ccc4c(c3)OCO4)ncnc12

Of the compounds above, these have two or more sulfur atoms:
PglD inh	PGC1a acetyl inh	smiles
-8	4	Cn1c(CNc2nc(-c3ccccc3)cs2)nnc1SCC(=O)OC1CCCCC1
5	-1	Cc1nc2ccc(S(=O)(=O)NCC(=O)N3CCCC(C)C3)cc2s1 (configuration not stated)
2	-6	CSc1nccc(-c2cc(Cl)sc2Cl)n1
-1	-19	Cc1ccc2nc(NC(=O)CSc3nc4c(c(=O)n3C)SC(C)C4)sc2c1 (configuration not stated)
-2	-10	Cc1cc(C)nc(SCCS(=O)(=O)Cc2ccc(Cl)cc2)n1
-2	-2	CSc1nsc(SCC(=O)N2CCc3ccccc32)n1

(further entries)
PglD inh	PGC1a acetyl inh	smiles
-1	1	Cc1cc(SCC(=O)c2cccs2)nc2c(C)cccc12
3	-36	C=CCc1cc(/C=N/NC(=O)CSc2nnc(CCCc3ccc(OC)cc3)o2)cc(OC)c1O
-4	-8	O=C(COC(=O)c1ccc(S(=O)(=O)N2CCOCC2)cc1)NC1CCCC1
-2	10	CCC(=O)Nc1ccc(NC(=O)c2ccccn2)cn1
0	-12	CCN(CC)P(=O)(/C(Cl)=C\Nc1c(C)n(C)n(-c2ccccc2)c1=O)N(CC)CC
3	9	COc1cccc(OCCOc2ccccc2OC(C)C)c1
-1	-5	COC(=O)NC1CCC(CC2CCC(NC(=O)OC)CC2)CC1 (configuration not stated)
-5	-11	CN(C)/C=N/c1c(C#N)nnn1Cc1ccccc1
-4	4	COCOc1ccc(/C=C/C(=O)c2c(O)cc(OCOC)cc2OCOC)cc1
-6	-3	CCCSc1nc(C)c(C(C)=O)cc1C#N
5	44	NC(=O)C1CCN(C(=O)CSc2nc3c(c(-c4ccccc4)n2)CCCC3)CC1
4	-1	Cn1c(N)c(C(=O)COC(=O)CCc2c[nH]c3ccccc23)c(=O)n(C)c1=O
-9	18	CCCCSc1ncc(C(=O)OCC)c(N)n1
-5	-34	CCOc1cc(NC(=O)c2ccco2)c(OCC)cc1NC(=O)CCc1ccccc1OC
7	-1	O=C(Cc1ccccc1)N1CCC(C(=O)N2CCN(c3ccc(F)cc3)CC2)CC1
-5	4	CCCC(=O)NC(=S)Nc1ccccc1C(=O)OC
-2	8	CCOc1ccc(Br)cc1CC(=O)O
-1	-2	COc1ccccc1CCNC(=O)C1CCCO1 (configuration not stated)
1	22	CC1(OC(=O)C2CCCC2)C(=O)C=C2C=C3CCCCN3C=C2C1=O (configuration not stated)
-6	-2	CCOc1ccc(NC(=O)CN2CCN(CC(=O)Nc3cccc(F)c3)CC2)cc1
2	-1	CC1(c2ccc3noc(-c4ccccc4)c3c2)OCCO1
3	-21	CCn1c(=O)n(CC(=O)N2CC(C)CC(C)C2)c(=O)c2ccccc21 (configuration not stated)
3	-4	O=C(Cc1ccccc1)Nc1scc(-c2ccccc2)c1C(=O)N1CCOCC1
-3	-4	CC1=C(C(=O)OCc2ccccc2)C(c2ccc(Cl)cc2Cl)NC(=O)N1CCCC(=O)O (configuration not stated)
-6	1	Cc1csc(NC(=O)c2nc3nccc(C)n3n2)n1
0	7	COc1ccc(Cl)cc1NC(=S)NCCc1ccc(F)cc1
-4	-6	Cc1nc2sc(C(c3cccc(F)c3)N3CCCC(C)C3)c(O)n2n1 (configuration not stated)
-23	14	COc1ccccc1N1CCN(C(=O)CSc2ccccc2)CC1
-5	-1	CC(C)(C)C(=O)CCN1C(=O)C2(OCCO2)c2ccccc21
-1	9	O=c1c(O[C@@H]2O[C@H](CO)[C@@H](O)[C@H](O)[C@H]2O)c(-c2ccc(O)cc2)oc2cc(O)cc(O)c12
-62	13	CCC(C)(C)NC(=O)C(c1cccn1C)N(Cc1ccccc1)C(=O)Cn1nnc2ccccc21 (configuration not stated)
0	4	O=C(CSc1nnnn1-c1ccccc1)NCc1cccs1
0	11	COc1cc(NC(=O)CCCC(=O)OCC(F)(F)C(F)F)nc(OC)n1
0	4	CC1=C(C(=O)Nc2ccccc2)C(c2ccncc2)C(C#N)=C(SCC(=O)Nc2ccccc2)N1 (configuration not stated)
-4	8	Cc1cc(C)c2nc(-c3ccccn3)cc(C(=O)NCc3ccco3)c2c1
0	21	COc1ccc(Cc2nnc(SCC(=O)c3ccccc3)o2)cc1

Screens: PubChem, Broad Institute

An excerpt, so the mix of outcomes need not match the whole.
